Bioassay records from PubChem.
Mtb BioA inh = M. tuberculosis BioA enzyme inhibitors, primary screen, biochemical, plate reader, single point, HTS. 7,8-diaminopelargonic acid synthase BioA (Mycobacterium tuberculosis). purified M. tuberculosis BioA enzyme. inhibition, % at 9.99 µM. 360,000 tested, 0.096% active; in the data active = inhibition above about 40%; inconclusive = no clear call, values can overlap the other calls
Anthrax LF inh2 = Bacillus anthracis LF protease inhibitors, primary screen, biochemical, multiplex microsphere, MLPCN library; multiplex microsphere protease cleavage assay; inhibition, % at 10 µM; 360,000 tested, 0.12% active; also: plate controls were buffer without enzyme for full effect and enzyme alone for no effect
Target sequence (P15917 whole entry, looked up): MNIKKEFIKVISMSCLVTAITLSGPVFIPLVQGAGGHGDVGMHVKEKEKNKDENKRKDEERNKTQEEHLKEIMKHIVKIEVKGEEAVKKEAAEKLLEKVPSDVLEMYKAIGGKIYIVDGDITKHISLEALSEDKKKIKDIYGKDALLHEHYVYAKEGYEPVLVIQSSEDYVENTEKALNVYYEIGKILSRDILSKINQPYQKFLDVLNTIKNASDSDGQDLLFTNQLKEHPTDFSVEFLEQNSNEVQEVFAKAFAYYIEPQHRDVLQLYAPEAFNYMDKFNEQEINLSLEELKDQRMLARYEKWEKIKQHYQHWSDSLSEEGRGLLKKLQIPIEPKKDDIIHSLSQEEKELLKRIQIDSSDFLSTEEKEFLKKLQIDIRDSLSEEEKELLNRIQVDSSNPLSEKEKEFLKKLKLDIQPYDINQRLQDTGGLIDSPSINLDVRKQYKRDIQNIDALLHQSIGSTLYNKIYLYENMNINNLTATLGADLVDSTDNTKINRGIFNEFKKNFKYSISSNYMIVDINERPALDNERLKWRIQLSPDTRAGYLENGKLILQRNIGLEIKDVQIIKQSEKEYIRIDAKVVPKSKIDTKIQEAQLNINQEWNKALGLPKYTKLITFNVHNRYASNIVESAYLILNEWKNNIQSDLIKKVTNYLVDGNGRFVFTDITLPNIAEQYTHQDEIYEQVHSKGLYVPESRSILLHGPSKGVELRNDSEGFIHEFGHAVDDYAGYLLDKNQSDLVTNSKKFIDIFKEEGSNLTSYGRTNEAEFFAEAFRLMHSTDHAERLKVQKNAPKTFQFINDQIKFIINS
BoNT-F LC inh = BoNT/F light chain protease inhibitors, primary screen, biochemical, flow cytometry, MLPCN library. 360,000 tested, 0.22% active. Multiplex microsphere protease cleavage assay. AID 588497, 2011. inhibition, % at 10 µM; in the data active = inhibition above about 35%, passing the limit was not always enough; inconclusive = no clear call, values can overlap the other calls; also: plate controls were buffer without enzyme for full effect and enzyme alone for no effect
FBA Mtb inh = Mtb FBA enzyme inhibitors, primary screen, biochemical, fluorescence, strain H37Rv; purified M. tuberculosis FBA, fluorescence read-out; inhibition, % at 1 µM; 360,000 tested, 2.3% active; Fructose-bisphosphate aldolase (Mycobacterium tuberculosis (strain ATCC 25618 / H37Rv)), …; in the data active = inhibition above about 27%;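 also: 0% = vehicle and 100% = reference inhibitor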
GDH-TPI inh = GDH-TPI coupling enzyme inhibitors, primary screen, artefact control for M. tuberculosis FBA inhibitor project, biochemical, absorbance, full deck | inhibition, % at 4.8 µM | 360,000 tested, 1.2% active | AID 588335, 2011 | GDH-TPI coupled enzyme counterscreen, NADH absorbance; in the data active = inhibition above about 30%;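 also: 0% = DMSO wells and 100% = wells lacking the enzyme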
UGM FP inh = M. tuberculosis UGM enzyme inhibitors, primary screen, biochemical, fluorescence polarization, single point | purified UGM, fluorescence polarization probe displacement | AID 504406, 2011 | 320,000 tested, 0.06% active | UDP-galactopyranose mutase (Mycobacterium tuberculosis (strain ATCC 25618 / H37Rv)), … | inhibition, % at 10 µM; in the data active = inhibition above about 10%, passing the limit was not always enough; inconclusive = no clear call, values can overlap the other calls
BoNT A protease = BoNT/A light chain protease inhibitors, primary screen, biochemical, flow cytometry, MLPCN library | inhibition, % at 10 µM | AID 588499, 2011 | multiplex microsphere protease substrate cleavage | 360,000 tested, 0.17% active | Botulinum neurotoxin type A light chain protease (Clostridium botulinum A str. ATCC 3502); also: plate controls were buffer without enzyme for full effect and enzyme alone for no effect
PfHsp40 yeast = rescue of yeast from PfHsp40 toxicity, primary screen, S. cerevisiae, ATP luminescence. S. cerevisiae expressing PfHsp40, growth rescue. growth rescue, % at 12.5 µM. 340,000 tested, 0.68% active. AID 504582, 2011; in the data active = growth rescue above about 28%, passing the limit was not always enough; inconclusive = no clear call, values can overlap the other calls;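 also: yeast W303a lacking pdr1 and pdr3 grown in galactose medium; growth measured after three days at 30 °C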
FadD28 binding = inhibitors of FadD28 bisubstrate probe binding, primary screen, biochemical, fluorescence polarization, single point. AID 588549, 2011. 360,000 tested, 0.22% active. Mycobacterium tuberculosis FadD28 fatty-acid-AMP ligase. inhibition, % at 12.5 µM; in the data active = inhibition above about 8.5%, passing the limit was not always enough; inconclusive = no clear call, values can overlap the other calls
Active calls of the source: *; ? = inconclusive; · = no result given; + = active, no number; & = joins results of further samples. Rule as the data show it, unless noted: active = inhibition above about 30%; inconclusive = no clear call, values can overlap the other calls; inactive = below that. This is a random part of the collection. Share with any hit: about 4.7%.

Order of values – Mtb BioA inh	Anthrax LF inh2	BoNT-F LC inh	FBA Mtb inh	GDH-TPI inh	UGM FP inh	BoNT A protease	PfHsp40 yeast	FadD28 binding
- Fc1cccc(Cl)c1Cn1nnc2c(-n3ccnc3)ncnc21
  -0.6	1	4	-1	8	-1.6	-0.7	-0.1	-4.4
- O=C1C(=C(c2ccccc2)N2CCOCC2)Cc2ccccc21
  ·	-2	-5	-5	23	·	0.1	·	-3.3
- CC(=O)CC(c1ccccc1)S(=O)(=O)c1ccc([N+](=O)[O-])cc1 (configuration not stated)
  -4.9	-3	-27	-3	0	0.1	-5.2	-0.5	-1.1
- Cc1ccc(-n2c(C)cc(/C=C3/C(=O)NC(=O)N(C)C3=O)c2C)cc1
  -7.1	-1	2	-6	10	0.4	0.3	-1.2	-1.2
- O=C(CCCN1C(=O)/C(=C/c2ccccc2Cl)SC1=S)NNC(=O)c1ccncc1
  ·	1	-2	1	5	0.7	0.2	-0.4	-0.8
- CC1=NN(C(=O)COc2ccccc2)C(O)(c2ccccc2)C1 (configuration not stated)
  1.2	1	0	1	-1	-0.5	-0.1	1.0	-2.7
- CC(=O)Nc1ccccc1-c1nc2ccc(C(=O)N3CCN(c4cccc(C)c4)C(C)C3)cc2[nH]c1=O (configuration not stated)
  0.4	-2	-10	-1	13	-1.2	0.1	-0.7	-0.5
- CCn1c(C(O)c2cc(OC)c(OC)c(OC)c2)nc2ccccc21 (configuration not stated)
  -0.8	24	-32	0	7	-1.4	-2.5	-0.3	0.0
- COc1ccc(CCn2c(-c3ccc(C(C)(C)C)cc3)n[nH]c2=S)cc1OC
  -0.8	-4	3	1	-2	-0.1	-0.4	1.1	-1.1
- CC(C)(C)SCCNC(=O)/C=C/c1ccc(F)cc1
  ·	0	3	11	1	1.1	-0.1	-0.5	0.7
- Cc1cccc(C)c1NC(=O)CSc1nc2ccccc2c(=O)[nH]1
  0.5	0	-1	-1	9	-2.0	?	2.6	0.0
- CCC(C)N(C)Cc1cccc(C2(O)CCN(S(=O)(=O)c3ccc(F)cc3)CC2)c1 (configuration not stated)
  -1.0	2	-5	-2	-9	0.1	-0.8	-1.1	-2.8
- COc1ccc(-c2cc(C(=O)NCC3CCCO3)c3ccccc3n2)c(OC)c1 (configuration not stated)
  ·	5	-12	0	11	1.2	-4.9	1.4	1.0
- Clc1cccc(CNCCCSc2ncccn2)c1Cl
  3.1	-3	?	3	6	1.1	-0.3	0.8	-2.2
- O=C(NCC1CCCO1)c1cccc(NC(=O)c2ccco2)c1 (configuration not stated)
  0.1	-4	-7	2	-6	0.7	-0.4	1.0	-2.1
- C/C(=N\NC(=O)Cc1ccccc1[N+](=O)[O-])c1cccnc1
  1.1	-2	1	-3	-2	1.2	-1.4	-0.3	-2.5
- Cc1ccc2c(C)c3ccc4ccccc4c3c[n+]2c1
  ·	5	-3	+	11	·	0.9	368*	-3.8
- CCCc1cc(Nc2ccccc2C)n2ncnc2n1
  0.5	2	?	1	4	1.6	-0.2	0.0	-4.4
- Clc1ccc2nc(-c3cccc(Br)c3)c(Cc3ccsc3)n2c1
  -0.5	5	7	2	·	·	7.9	·	-2.9
- CCCCCc1c(C)nc(Nc2nc(C)c3cc(OC)ccc3n2)[nH]c1=O
  1.1	-5	0	-1	-3	0.8	0.4	2.2	-8.1

Reformatted field by field: entries from further up
Fc1cccc(Cl)c1Cn1nnc2c(-n3ccnc3)ncnc21
  Mtb BioA inh: -0.6; Anthrax LF inh2: 1; BoNT-F LC inh: 4; FBA Mtb inh: -1; GDH-TPI inh: 8; UGM FP inh: -1.6; BoNT A protease: -0.7; PfHsp40 yeast: -0.1; FadD28 binding: -4.4
O=C1C(=C(c2ccccc2)N2CCOCC2)Cc2ccccc21
  Mtb BioA inh: ·; Anthrax LF inh2: -2; BoNT-F LC inh: -5; FBA Mtb inh: -5; GDH-TPI inh: 23; UGM FP inh: ·; BoNT A protease: 0.1; PfHsp40 yeast: ·; FadD28 binding: -3.3
CC(=O)CC(c1ccccc1)S(=O)(=O)c1ccc([N+](=O)[O-])cc1 (configuration not stated)
  Mtb BioA inh: -4.9; Anthrax LF inh2: -3; BoNT-F LC inh: -27; FBA Mtb inh: -3; GDH-TPI inh: 0; UGM FP inh: 0.1; BoNT A protease: -5.2; PfHsp40 yeast: -0.5; FadD28 binding: -1.1

(continued)
Order of values – Mtb BioA inh	Anthrax LF inh2	BoNT-F LC inh	FBA Mtb inh	GDH-TPI inh	UGM FP inh	BoNT A protease	PfHsp40 yeast	FadD28 binding
- O=C(Cc1ccccc1Cl)N1CCN(c2ncccn2)CC1
  -0.8	-9	-3	0	-2	6.1	-0.5	0.7	1.0
- Nc1ccccc1NC1CCCCC1
  ·	15	-30	-3	-1	·	74*	-1.1	-1.4
- NNC(=O)c1ccc(CSc2nc3ccccc3s2)cc1
  -1.4	-1	-9	-4	6	0.1	0.4	0.9	-6.9
- CC(C)(C)c1ccc(C(=O)N2[C@H](COCc3ccccc3)C=CS2(=O)=O)cc1
  -1.7	-7	-7	-1	·	·	-0.7	·	-1.3
- Cn1c(Cc2cccs2)nnc1SCC(=O)Nc1ccccc1
  4.0	0	-1	0	13	0.8	3.2	-0.3	-1.1
- CC(=O)Nc1ccc(NC(=O)C(Cc2ccccc2)NC(=O)C2CCCCC2)cc1 (configuration not stated)
  -2.3	-4	-11	7	6	1.5	-0.5	-1.4	-2.1
- Cc1c(Cl)cccc1NC(=O)Cn1cc(C(F)(F)F)cc(Cl)c1=O
  ·	1	2	3	7	-3.1	0.2	1.8	-4.0
- CC(=O)c1ccc(N2CCN(Cc3nc4ccccc4[nH]3)CC2)cc1
  21	-3	-20	-1	10	-2.0	-4.6	0.1	-3.3
- CC(c1nnnn1C(C)(C)C)N(Cc1cccnc1)Cc1ccccc1Cl (configuration not stated)
  1.0	-1	-2	0	-1	-2.4	-0.8	-1.6	-3.6
- CCOC(=O)CC(NC(C)=O)c1ccc([N+](=O)[O-])cc1 (configuration not stated)
  -2.3	-1	-6	-4	-4	0.5	-0.3	-0.3	-2.0
- Cc1ccc(NNC(=O)c2cccs2)cc1Cl
  1.4	·	·	-1	19	1.1	·	3.7	-4.1
- O=S(=O)(NCC(c1cccnc1)N1CCN(Cc2ccccc2)CC1)c1cc(F)ccc1F (configuration not stated)
  0.6	-3	2	-1	-3	3.0	0.8	-0.8	-2.5
- NNC(=O)c1cccc(Cn2cc(Br)c([N+](=O)[O-])n2)c1
  ·	8	2	6	4	-3.4	0.7	-0.4	-2.5
- CC(=O)NN1C(=O)c2ccc(Oc3ccc([N+](=O)[O-])cc3)cc2C1=O
  -0.8	-6	-11	-3	18	0.4	-2.0	-2.1	-2.2
- Cc1cc2oc(C(=O)NCc3ccc(S(N)(=O)=O)cc3)c(C)c2cc1C
  -1.6	3	-3	4	9	2.4	-0.8	-1.0	1.1
- COc1ccc(NC(=O)c2cc(C3CCCCN3C(=O)c3ccc4c(c3)CCO4)on2)c(C)c1 (configuration not stated)
  0.6	5	2	-1	4	·	-0.8	·	-3.6
- COc1ccccc1S(=O)(=O)N(C)C[C@H]1OCc2cn(nn2)CCCC(=O)N([C@@H](C)CO)C[C@@H]1C
  -1.5&1.6	-2	-4	1	-4	·	-0.2	·	0.1
- Cn1ccsc1=NC(=O)c1cccc(OC(F)F)c1
  -1.0	-14	-8	-1	25	0.3	0.8	2.0	-1.4
- NC(=O)c1ccccc1OCC(=O)Nc1ccc2c(c1)OCCO2
  -7.8	-8	-28	9	-2	·	-19	-0.5	1.6
- Cc1ccccc1NS(=O)(=O)c1ccc(C(=O)N2CCCC2)cc1
  7.6	0	-3	-2	7	-1.4	0.1	2.7	-0.9
- Cc1cc(NC(=O)COC(=O)C2CCCN2C(=O)c2cccs2)no1 (configuration not stated)
  2.9	-4	-14	1	-6	2.7	-0.9	-0.8	1.0
- Cc1ccc(-c2c[n+](CC(=O)Nc3nc(-c4ccc(F)cc4)cs3)c3n2CCC3)cc1
  0.8	-2	-6	3	5	-3.2	-1.0	-0.9	-9.5
- Cc1ccc2occ(C(c3nnnn3Cc3ccccc3)N3CCOCC3)c(=O)c2c1 (configuration not stated)
  ·	-2	-3	2	-9	0.6	0.1	-0.5	-1.3
- Cc1cc(NCCCn2ccnc2)n2c(nc3ccccc32)c1C#N
  ·	-5	-8	70*	9	4.6	1.0	1.2	-1.2
- Cc1cc2n(n1)C(c1cn(-c3ccccc3)nc1C)Nc1c(C)cccc1-2 (configuration not stated)
  -0.9	-23	-6	4	7	-0.2	-1.1	0.1	0.0
- O=C(c1cc2cc(Cl)ccc2oc1=O)N1CCCC1
  -1.9	-1	-6	2	5	-2.1	-0.6	-1.1	-1.5
- O=C(NCc1ccccc1)NC(=O)c1ccccc1F
  -0.2	0	-1	-1	-5	-2.9	-1.0	0.6	-2.1
- O=C(NCCN1CCOCC1)c1ccc2c(c1)N(Cc1ccccc1F)C(=O)CS2
  0.9	-1	0	-1	4	-3.9	-0.1	1.8	-2.3
- NC(=O)c1ccc(-c2ccc(Br)cc2)o1
  1.3	2	9	18	-11	0.6	0.6	0.5	-0.3
- O=C(C1CCCN(S(=O)(=O)c2cccs2)C1)N1CCN(C2CCCCC2)CC1 (configuration not stated)
  -0.6	-1	-6	10	-11	-2.9	0.1	0.6	1.2
- COC(=O)C1=C(c2cccc(C#N)c2)C[C@@H]2CC[C@H]1N2C(=O)N1CCOCC1
  -2.9	-4	9	3	9	4.3	-0.1	-1.6	-1.9
- CC1(C)C(=O)Nc2ccccc2N1C(=O)COc1cc(Cl)ccc1Cl
  -0.9	-5	?	2	0	2.8	-4.1	-0.4	-3.3
- Cc1c(OCC(=O)N2CCN(c3ccccc3)CC2)ccc2c3c(c(=O)oc12)CCCC3
  1.3	0	-8	-7	-8	2.4	-1.7	0.9	-3.4
- CCOc1ccc(CN2CCN(Cc3ccc(C)o3)CC2CCO)cc1 (configuration not stated)
  ·	0	0	2	-10	0.0	0.7	-2.4	-2.0
- O=C(CCCCCN1C(=O)C2C3C=CC(C3)C2C1=O)Nc1nccs1 (configuration not stated)
  -0.7	-5	-4	0	-3	1.6	-0.4	-0.3	-2.9
- O=C(NC1CCCCCC1)C1CCN(S(=O)(=O)c2ccc(F)cc2)CC1
  -0.6	0	-3	-1	4	-1.9	0.4	0.7	0.6
- O=C1c2cccc3c([N+](=O)[O-])ccc(c23)C(=O)N1CCc1ccccn1
  -0.1	·	·	2	1	-1.9	·	-0.8	-1.0
- CC(=O)Nc1ccc(NC(=O)COC(=O)c2ccc(S(=O)(=O)NCc3ccco3)cc2)cc1
  -1.5	-12	-2	-2	8	4.6	-0.1	-0.3	-1.3
- O=C(O)CN1C(=O)CC(c2ccccc2)CC1=O
  -2.7	5	?	6	-2	2.3	-1.7	1.8	-0.4
- CCN1CCCC1CNC(=O)c1ccc2c(c1)N(Cc1ccccc1F)C(=O)c1ccccc1S2(=O)=O (configuration not stated)
  1.5	-2	-9	1	7	0.7	-1.4	1.1	-3.4
- O=C1c2ccccc2C(=O)N1OS(=O)(=O)c1ccc(F)cc1
  -0.2	-1	2	23	1	0.4	0.0	2.0	-4.0
- COc1cccc(CNc2nc3cc(-c4ccccc4)sc3c(=O)n2C)c1
  -0.4	0	-7	-1	11	·	0.2	·	-0.7
- CCN1CC(CN(C)Cc2cn(-c3ccc(C)cc3)nc2-c2ccc(F)cc2)CC1=O (configuration not stated)
  ·	-4	0	3	4	0.3	-0.2	-0.1	-4.4
- CC1CN(C(=O)COC(=O)c2ccccc2O)CC(C)O1 (configuration not stated)
  -1.3	10	19	3	8	-1.3	6.0	0.5	-1.9
